HSP90 inh: HSP90 refolding inhibition in rabbit reticulocyte lysate; inhibition, % at 5.6 µM; luciferase refolding luminescence, 3 h; AID 1789; 0.91% of 290,000 active;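 active = inhibition above the screen-wide mean plus 3 SD, computed separately per campaign, cut at about 16% in these data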;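 also: 0% = DMSO wells and 100% = 60 µM geldanamycin wells; inhibitors lower the luminescence because luciferase stays unfolded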
aSyn UTR inh: MLPCN primary screen, SNCA 5' untranslated region. alpha-synuclein 5'UTR reporter, inhibitor activity. inhibition, % (tested at 7.5 µM). 0.82% of 300,000 active; in the data active = inhibition above about 60%;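 also: H4 neuroglioblastoma cells stably carrying SNCA 5'UTR luciferase fusion; 0% = DMSO wells and 100% = positive control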
HSF1 inh: HSF1 inhibition | NIH3T3-HGL HSE-luciferase, MG132-induced, luminescence 8 h; active compounds read low | activity change, negative = inhibition, % at 7.5 µM (by protocol) | 0.77% of 300,000 active | AID 2098;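 active = more than half of replicate wells show activity change below -50%, luminescence cut by over half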;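 also: luciferase reports HSF-1 transcriptional activity via heat shock element; 0% = median of DMSO wells and -100% = zero luminescence signal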
IEC-6 tox: IEC-6 cytotoxicity, counter-screen for KLF5 inhibitors; luminescence viability; inhibition, % at 5 µM; 0.78% of 290,000 active; in the data active = inhibition above about 22%;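 also: 0% = plate median of test compound wells and 100% = cytotoxic reference compound wells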
KLF5 inhibitor: inhibitors of KLF5 expression; inhibition, % at 5 µM; DLD-1 KLF5 promoter-luciferase reporter, luminescence; 0.23% of 290,000 active;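 active = inhibition above a per-plate limit of that plate's mean compound inhibition plus 3 SD, cut at about 60% in these data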;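 also: 0% = DMSO wells and 100% = LY294002 at 200 µM; higher means less KLF5 promoter-driven luciferase light; inactives centre near -14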
Dyrk1A ADPGlo: blocks rat Dyrk1A kinase activity | AID 504441 | ADP-Glo luminescence, NFATc1 peptide | Q63470 | inhibition, % at 12.5 µM | 0.43% of 310,000 active; in the data active = inhibition above about 50%;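 also: plate controls were vehicle with enzyme for no effect and no enzyme for full effect; many of its hits are not listed in these tables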
Platelet DG rel: modulates dense granule release in human platelets | human platelet-rich plasma, SFLLRN dense granule ATP release, luminescence | inhibition, %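 (compounds screened at 7.5 µM in platelet-rich plasma)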 | 0.22% of 300,000 active;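 active = mean replicate score, as percent of positive control, at or above 50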
GSK3beta inhib: human GSK3beta kinase inhibition. GST-GSK3beta kinase, ADP-Glo luminescence, 60 min; active compounds read low. activity score (negative = inhibition), % at 10 µM. 0.038% of 300,000 active. AID 2097. P49841;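 active = more than half of replicate wells score below -50%, meaning over 50% inhibition versus plate controls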;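 also: 0% = median DMSO wells and -100% = median GW8510 positive control wells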
Target sequence (P49841 whole entry, looked up): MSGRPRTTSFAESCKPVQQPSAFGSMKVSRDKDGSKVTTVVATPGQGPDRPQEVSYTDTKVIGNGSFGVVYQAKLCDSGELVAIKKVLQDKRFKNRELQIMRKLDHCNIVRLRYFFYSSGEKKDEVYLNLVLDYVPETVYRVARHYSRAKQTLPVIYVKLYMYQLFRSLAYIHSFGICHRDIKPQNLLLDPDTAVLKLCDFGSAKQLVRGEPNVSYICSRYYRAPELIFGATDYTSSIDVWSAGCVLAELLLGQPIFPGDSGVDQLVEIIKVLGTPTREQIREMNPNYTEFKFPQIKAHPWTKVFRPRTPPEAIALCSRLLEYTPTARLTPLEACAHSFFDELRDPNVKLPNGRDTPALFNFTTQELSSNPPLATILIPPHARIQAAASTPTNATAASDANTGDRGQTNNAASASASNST
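Test system: GST-fused GSK3beta enzyme, cell-free | Quantity: 1.6 ng GST-GSK3beta enzyme per well | Reagent: 25 µM ATP with peptide substrate | Schedule: 60 min enzyme reaction, room temperature | Signal: Luminescent ADP-Glo measurement of ADP formed | Read-out basis: Score relative to plate controls | Control set: DMSO and 20 µM GW8510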
HSF-1 act: increases HSF-1 driven luciferase reporter signal; NIH3T3-HGL HSF-1 luciferase reporter, MG132, 8 h; 100% = twice DMSO control signal; activation, % at 9 µM; 1.7% of 300,000 active;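 active = mean replicate activation of at least 50% with a set share of replicates each reaching 50%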;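 also: 0% = median of the neutral control wells and 100% = twice that signal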
GSK3A inh: blocks human GSK-3 alpha kinase; P49840; ADP-Glo luminescence, 60 min; inhibition, % at 10 µM; 0.1% of 320,000 active; AID 2650;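 in the data active = inhibition above about 50%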;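 also: GST-tagged GSK-3 alpha with peptide substrate and 25 µM ATP; 0% = DMSO neutral wells and 100% = GW8510 positive control wells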
Active calls of the source: *; x = no result given. Not all compounds are listed, so the mix of outcomes need not match the whole.

Order of values – GSK3A inh | IEC-6 tox | HSF-1 act | aSyn UTR inh | Dyrk1A ADPGlo | Platelet DG rel | GSK3beta inhib | HSF1 inh | HSP90 inh | KLF5 inhibitor
CCN1CCN(C(=O)c2ccc(COc3cccc(Cl)c3)o2)CC1
  -3 | 0 | 13 | 2 | -1 | 16 | 1 | 11 | -3 | -14
Cc1ccc(-c2cc(C(=O)Nc3cccnc3)[nH]n2)c(O)c1C
  -2 | -2 | -2 | -202 | 1 | 17 | 0 | 6 | -1 | -28
Nc1c(C(=O)O)cnn1-c1ccccc1
  -5 | 2 | -30 | -14 | 5 | 10 | 0 | -37 | 1 | -48
COc1ccc(OC)c(NC(=O)c2cc(-c3cc(C)ccc3O)n[nH]2)c1
  -1 | -1 | 30 | -104 | -3 | 3 | -2 | 21 | 5 | -43
COc1ccc(N=Cc2c(O)n(-c3cccc(C)n3)c(=O)c3ccccc23)c(OC)c1
  0 | -3 | -2 | -5 | x | 3 | -1 | -6 | -4 | -6
Cc1ccc(S(=O)(=O)c2c(C)nn(C(C)(C)C)c2OC(=O)CC(C)C)cc1
  -2 | 0 | 23 | -12 | -3 | 7 | -3 | -13 | 1 | 0
C/C(=N\NC(=O)c1ccc(N2CCCC2=O)cc1)c1ccc(O)cc1O
  -2 | 8 | 3 | 15 | 2 | -5 | 1 | -6 | -2 | -1
CCCCN(CCCNC(=O)c1c(C)cc(=O)oc1C)c1ccccc1
  -1 | 0 | 42 | -17 | -2 | -15 | 0 | -1 | 6 | -5
CCN(CC)C(=O)CSc1nc2sc3c(c2c(=O)n1CCCOC)CCC3
  -4 | 6 | -1 | 7 | -7 | 1 | 3 | -5 | -3 | -22
O=C(CNc1ccccc1)N/N=C/c1c(O)ccc2ccccc12
  2 | 5 | 5 | 69* | 0 | -4 | 1 | 4 | -5 | 12

Random excerpt: five records from the list.
Order of values – GSK3A inh | IEC-6 tox | HSF-1 act | aSyn UTR inh | Dyrk1A ADPGlo | Platelet DG rel | GSK3beta inhib | HSF1 inh | HSP90 inh | KLF5 inhibitor
O=C(CNc1ccccc1)N/N=C/c1c(O)ccc2ccccc12
  2 | 5 | 5 | 69* | 0 | -4 | 1 | 4 | -5 | 12
CCN1CCN(C(=O)c2ccc(COc3cccc(Cl)c3)o2)CC1
  -3 | 0 | 13 | 2 | -1 | 16 | 1 | 11 | -3 | -14
CCCCN(CCCNC(=O)c1c(C)cc(=O)oc1C)c1ccccc1
  -1 | 0 | 42 | -17 | -2 | -15 | 0 | -1 | 6 | -5
COc1ccc(N=Cc2c(O)n(-c3cccc(C)n3)c(=O)c3ccccc23)c(OC)c1
  0 | -3 | -2 | -5 | x | 3 | -1 | -6 | -4 | -6
COc1ccc(OC)c(NC(=O)c2cc(-c3cc(C)ccc3O)n[nH]2)c1
  -1 | -1 | 30 | -104 | -3 | 3 | -2 | 21 | 5 | -43

Later entries
Order of values – GSK3A inh | IEC-6 tox | HSF-1 act | aSyn UTR inh | Dyrk1A ADPGlo | Platelet DG rel | GSK3beta inhib | HSF1 inh | HSP90 inh | KLF5 inhibitor
COc1ccc(CN(C)C(=O)C2CCN(C(=O)Nc3ccccc3)CC2)cc1
  x | x | -3 | 10 | 1 | 8 | 3 | 3 | x | x
COc1ccc(N2CCN(C3CCCN(S(=O)(=O)c4ccccc4)C3)CC2)cc1 (stereo not drawn)
  0 | 6 | 4 | 6 | 5 | -3 | 2 | -3 | -6 | -11
Cn1nc(C(F)(F)F)c(C(=O)Nc2cccc(Cl)c2)c1Cl
  1 | 2 | -16 | 21 | 1 | -4 | 2 | -1 | 0 | -4
COc1ccc(C)cc1S(=O)(=O)N(C)CC(=O)N1CCCCC1
  -1 | -6 | 3 | 3 | 7 | -5 | -4 | 2 | -6 | -58
CCOc1cc(/C=N/Nc2nc(N3CCCCC3)nc(N3CCCCC3)n2)ccc1OC(=O)c1ccco1
  0 | 4 | 1 | -18 | -1 | 3 | 5 | -2 | 0 | -36
O=C(Nc1cccc(S(=O)(=O)N2CCCC2)c1)c1ccc2c(=O)n3c(nc2c1)CCCCC3
  -1 | 4 | 1 | -21 | -1 | 15 | -1 | -4 | -4 | -18
CCOC(=O)c1ccccc1NC(=O)CN1C(=O)NC(C)(CCc2ccccc2)C1=O (stereo not drawn)
  -2 | x | -9 | 10 | 6 | -20 | -1 | 8 | x | x
CCOC(=O)C1=C(C)OC(N)=C(C#N)C1c1ccc(C)s1 (stereo not drawn)
  -3 | -1 | 4 | -4 | -1 | 3 | 0 | 7 | -1 | -18
CC(C)C1Oc2ccccc2N(CC(=O)N(Cc2ccccn2)C2CC2)C1=O (stereo not drawn)
  -2 | -2 | 10 | 13 | -1 | 3 | 1 | 7 | -1 | -26
O=C(Nc1ccc2[nH]ncc2c1)c1ccccc1
  -2 | -5 | 31 | -81 | 16 | 3 | 3 | 17 | -2 | -47

Printed as active in aSyn UTR inh, among the entries above:
SMILES | GSK3A inh | HSF-1 act | aSyn UTR inh | Dyrk1A ADPGlo | Platelet DG rel | GSK3beta inhib | HSF1 inh | HSP90 inh | KLF5 inhibitor
O=C(CNc1ccccc1)N/N=C/c1c(O)ccc2ccccc12 | 2 | 5 | 69* | 0 | -4 | 1 | 4 | -5 | 12

Remaining list, next part.
Order of values – GSK3A inh | IEC-6 tox | HSF-1 act | aSyn UTR inh | Dyrk1A ADPGlo | Platelet DG rel | GSK3beta inhib | HSF1 inh | HSP90 inh | KLF5 inhibitor
Cc1cc(OCCCC(=O)Nc2cccc(-n3cnnn3)c2)ccc1Cl
  -2 | -1 | 16 | 12 | 12 | -4 | 0 | 4 | -3 | -6
Cc1c(-c2cccc(Cl)c2)nc2ccccc2c1C(=O)OCC(=O)N(C)C1CCS(=O)(=O)C1 (stereo not drawn)
  -2 | 3 | 12 | -10 | 4 | -6 | -2 | 6 | 2 | -17
CC1CCCN(C(=O)c2ccc(NS(=O)(=O)c3cccc([N+](=O)[O-])c3)cc2)C1 (stereo not drawn)
  -5 | x | -12 | 7 | -14 | -1 | 2 | -8 | x | x
NC1=NC(=O)/C(=C/C=C/c2cccs2)S1
  1 | x | 28 | 2 | 3 | -18 | -6 | 3 | x | x

In another format: two of the compounds above.
SMILES	GSK3A inh	IEC-6 tox	HSF-1 act	aSyn UTR inh	Dyrk1A ADPGlo	Platelet DG rel	GSK3beta inhib	HSF1 inh	HSP90 inh	KLF5 inhibitor
CC1CCCN(C(=O)c2ccc(NS(=O)(=O)c3cccc([N+](=O)[O-])c3)cc2)C1 (stereo not drawn)	-5	x	-12	7	-14	-1	2	-8	x	x
NC1=NC(=O)/C(=C/C=C/c2cccs2)S1	1	x	28	2	3	-18	-6	3	x	x

A second format for 2 compounds above.
SMILES	GSK3A inh	IEC-6 tox	HSF-1 act	aSyn UTR inh	Dyrk1A ADPGlo	Platelet DG rel	GSK3beta inhib	HSF1 inh	HSP90 inh	KLF5 inhibitor
CC1CCCN(C(=O)c2ccc(NS(=O)(=O)c3cccc([N+](=O)[O-])c3)cc2)C1 (stereo not drawn)	-5	x	-12	7	-14	-1	2	-8	x	x
Cc1cc(OCCCC(=O)Nc2cccc(-n3cnnn3)c2)ccc1Cl	-2	-1	16	12	12	-4	0	4	-3	-6

Assay outcomes as filed in PubChem BioAssay.
